INS-1E GSIS act: primary screen for activators of insulin secretion dependent on glucose, INS-1E cells, GLuc reporter luminescence. INS-1E GLuc reporter insulin secretion, 2-3 h. activation, % at 16.6 µM. actives 0.61% (n = 370,000);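 active = lowest replicate activation of at least 40%, so every replicate reaches that level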;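 note: 0% = median of neutral control wells and 100% = median of IBMX positive control wells; some compounds called inactive have numbers as strong as hits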
C2C12 statin: suppressors of simvastatin-induced myotoxicity in C2C12 myotubes; ATP luminescence, 48 h; scaled: DMSO 0, geranylgeraniol control 100; rescue of ATP level, % at 7.49 µM; actives 0.78% (n = 330,000); AID 602340;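 active = mean ATP rescue above about 67%, or every replicate alone reaching that limit, limit read from the data, passing the limit was not always enough; inconclusive = no clear call, values can overlap the other calls; inactive = mean under the limit and some replicate under it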;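 note: myotubes were challenged with 10 µM simvastatin during compound exposure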
PGC1a acetyl inh: lowers PGC1a acetylation signal in U2OS cells; AlphaScreen anti-acetyl-lysine; with virally co-expressed GCN5 acetyltransferase; inhibition, % at 15.6 µM; actives 0.17% (n = 350,000); AID 651687;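 active = every replicate shows inhibition of at least 40%; inconclusive = mean inhibition at least 40% but some replicate below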;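 note: 0% = neutral control wells and 100% = positive control wells; some results beyond the cut were filed as inactive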
Cneo AK release: causes C. neoformans cell lysis; lysis activity, % at 15 µM; actives 0.2% (n = 360,000); AID 651654; adenylate kinase release luminescence, 4 h; normalised: neutral wells 0, clomiphene wells 100;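 active = mean lysis activity across replicates of at least 80%, whatever share of replicates individually reach that level; inactive = mean lysis activity below 80%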
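Signal: Adenylate kinase release luminescence | Assay system: Log-phase Cryptococcus neoformans yeast cells | Input: Cells at 5 × 10^6 per mL | Buffer or medium: Fresh YPD growth medium | Compound: Single dose | Schedule: Static 4 h at 37 °C with compound, 1 h detection | Controls: Clomiphene | Read-out: Luminescence rise reflecting yeast cell lysis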
FN deposit inh: fibronectin deposition inhibition; AH1F fibroblasts, Alexa488-fibronectin deposition fluorescence, overnight; inhibition, % at 12.6 µM; actives 0.086% (n = 350,000); AID 743247;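 active = mean inhibition across replicates of 30% or more, regardless of how many single replicates reach that level; inconclusive = mean under 30% yet at least half of replicates reach 30%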;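 note: positive control wells lacked labelled fibronectin entirely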
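Schedule: 1 h cell adhesion before compound, then overnight fibronectin incubation; test system: AH1F fibroblast monolayer depositing Alexa488-labelled fibronectin into matrix; quantity: 10000 AH1F cells per well; probe or stimulus: fluorescent fibronectin at 24 nM final; signal: fluorescence, ex 485 nm, em 525 nm; evaluation: percent inhibition as loss of matrix-bound fibronectin fluorescence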
miR122 inh: blocks miR-122 activity in Huh7 sensor cells; Huh7 miR-122 Renilla luciferase sensor, 48 h; neutral wells = 0, positive control = 100; activation (reporter increase), % at 12.5 µM; actives 0.3% (n = 340,000); AID 602342;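 active = mean replicate activation score at least 90 and every replicate individually at or above 90; inconclusive = only one of the two criteria met; inactive = neither criterion met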;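 note: higher luciferase means less miR-122 activity so hits act as miR-122 inhibitors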
CFTR F508del cor: CFTR F508del correction in bronchial cells; CFBE cells, YFP halide quenching; stimulated with forskolin plus potentiator P3; % fluorescence drop versus neutral controls; activity (quench increase), % at 7.58 µM; actives 0.36% (n = 350,000);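 active = mean added fluorescence quench of at least 8% versus neutral control, with both replicates also reaching 8%; inconclusive = only one of the mean or replicate conditions met; inactive = mean below 8% and not both replicates reaching 8%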;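 note: cells transiently co-express mutant CFTR-F508del with the halide-sensitive YFP; corrector assay measuring rescue of mutant channel to the surface after 24 h compound exposure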
PglD DTNB: inhibitors of Campylobacter jejuni PglD acetyltransferase | purified PglD enzyme, DTNB colorimetric CoA detection | inhibition, % at 12.5 µM | actives 0.098% (n = 360,000); in the data active = inhibition above about 16%, passing the limit was not always enough; inconclusive = no clear call, values can overlap the other calls; note: strong numbers were not always called active
An asterisk follows results filed as active; ? = inconclusive; nt = not tested or not shown; & = joins results of further samples; ! = repeats disagree; [ ] = remark or other dose.

SMILES	INS-1E GSIS act	C2C12 statin	PGC1a acetyl inh	Cneo AK release	FN deposit inh	miR122 inh	CFTR F508del cor	PglD DTNB
CCN(CC)CCCNC(=O)c1ccc(CS(=O)(=O)c2ccccc2OC)o1	nt	0	2	0	3	-3	-2.3	2
COc1ccc(CN2CCN(S(=O)(=O)c3ccccc3)CC2)c(OC)c1	nt	6	4	-7	-17	5	nt	-7
C[C@@H]1CN([C@H](C)CO)S(=O)(=O)c2ccc(C#C[C@@H](C)O)cc2O[C@H]1CN(C)C(=O)C1CCCCC1	10	-10	2	0	nt	0[16.7 µM]	-1.0	6
CCn1c(=S)sc2c(=O)n(CC(=O)Nc3ccc(OC)c(Cl)c3)c(C)nc21	-7	-2	4	7	-21	1	-0.4	-1
CC1CN(C(=O)c2cc3cc([N+](=O)[O-])ccc3oc2=O)CC(C)O1 (stereo unspecified)	1	-9	11	1	6	-3	-1.4	0
COC(=O)C(=Cc1ccc(OCc2ccc([N+](=O)[O-])cc2)c(OC)c1)C(=O)OC	nt	17	?	-1	nt	-5	nt	-2
CCOC(=O)c1c(NC(=O)Nc2ccc(F)cc2)sc2c1CCN(C)C2	9	6	-3	nt	3	-4	0.8	nt
Cc1ccc(NC(=O)CCc2ccccc2)cc1C	nt	2	1	-2	-11	1	-0.6	2
COCC#Cc1ccc2c(c1)O[C@H](CN(C)Cc1ccc3c(c1)OCO3)[C@H](C)CN([C@@H](C)CO)S2(=O)=O	14	5	7	nt	nt	4[16.7 µM]	2.8	nt
O=C(CCC(=O)N1CCN(c2cccc(Cl)c2)CC1)c1cccs1	-8	14	nt	-7	nt	2	-3.0	-2
CCN(CC)CCCNc1cc2n(c(=O)n1)CCc1cc(OC)c(OC)cc1-2	nt	-14	-5	-9	nt	-2	nt	0
C[C@H](CO)N1C[C@H](C)[C@@H](CN(C)C(=O)c2cccc(F)c2)Oc2cc(-c3cncnc3)ccc2S1(=O)=O	6&12	11&-6&-11	-6&13&3	104*!	4	2	-1.1&1.5&-0.9	-2&9&-1
COc1ccc(CC(N)c2csc(NC(=O)c3cc(C(C)(C)C)nn3Cc3ccccc3)n2)cc1 (stereo unspecified)	2	-26	nt	2	-11	-24	1.9	2
C[C@H]1CN([C@@H](C)CO)C(=O)c2cccc(NC(=O)c3ccncc3)c2O[C@H]1CN(C)S(C)(=O)=O	-5	1	8	0	nt	-10[16.7 µM]	-4.1	7
Cc1ccc(NC(=O)[C@@H]2CCCN2S(=O)(=O)c2ccccc2F)cc1S(=O)(=O)N1CCOCC1	-15	-5	nt	nt	-18	?	nt	nt
CN(Cc1cccs1)c1nc(-c2cccnc2)nc2ccccc12	-8	-14	-7	15	2	-4	4.7	-2
CN(c1nc2ccccc2nc1Cl)S(=O)(=O)c1ccccc1	12	-5	nt	-1	2	nt	2.2	-2
O=[N+]([O-])c1ccc(-c2ccc(/C=N/n3cnnc3)o2)c(Br)c1	-2	8	nt	-2	4	nt	3.2	3
Oc1c(Br)cc(Br)cc1/C=N/n1c(-c2ccccc2)n[nH]c1=S	5	-2	2	0	2	22	-3.2	5
C/C=C/c1cnc2c(c1)C(=O)N([C@H](C)CO)C[C@H](C)[C@H](CN(C)Cc1ccncc1)O2	31	-23	-8	0	nt	8[16.7 µM]	-2.0	15
CN(CC(=O)Nc1ccccc1C(F)(F)F)Cc1c(O)ccc2ccccc12	18	21	7	1	-5	3	0.1	-4
O=C(COc1coc(CN2CCN(c3ccccc3F)CC2)cc1=O)Nc1ccccc1	5	1	nt	nt	2	nt	2.1	nt
O=C(NCCCn1ccnc1)c1nn2c(C(F)(F)F)cc(-c3ccccc3)nc2c1Cl	1	-20	1	0	18	-6	5.0	-2
COc1ccc(C(CC(=O)Nc2cc([N+](=O)[O-])ccc2OC)c2ccccc2)cc1 (stereo unspecified)	-1	nt	1	1	2	-5	nt	-4
Oc1ccc(N2CCN(c3ncnc4sc5c(c34)CCC5)CC2)cc1	nt	31	-2	-1	nt	-6	nt	-1
COc1ccc(CCN2C(=O)N[C@@H](CCC(=O)O)C2=O)cc1	16	-2	nt	0	-4	nt	2.3	3
COC(=O)c1cccc(C(=O)N2CCCC(CCC(=O)N(C)CCc3ccccn3)C2)c1 (stereo unspecified)	-7	4	-5	5	-3	-5	0.5	-3
CSc1nnc(-c2ccccc2)c(=O)[nH]1	12	97*	11	0	nt	0	nt	3
CC(=O)c1ccc(N2CCN(C(=O)c3ccc(Cl)c(NC4=NC5CS(=O)(=O)CC5S4)c3)CC2)cc1 (stereo unspecified)	1	12	-10	0	6	0	1.2	4
Cc1cccc(NC(=O)Cn2cc([N+](=O)[O-])cn2)n1	7	14	2	1	3	-3	0.7	2
O=C(CSC1=NS(=O)(=O)c2cc(Cl)ccc2N1)NCc1ccccc1	-7	4	nt	-1	-5	16	1.4	-2
CN(CP(=O)(O)C(O)c1ccccc1)S(C)(=O)=O (stereo unspecified)	-18	-1	2	3	nt	0	nt	-2
COC(=O)c1nn(-c2ccc(C)cc2)ccc1=O	12	nt	0	nt	5	nt	1.4	nt
Cc1noc(NS(=O)(=O)c2ccc(NC(=O)C(Cl)(Cl)Cl)cc2)c1C	8	3	nt	1	1	nt	1.1	6
CC1(C(=O)NCCc2c[nH]c3ccccc23)C=CCN1C(=O)c1ccccc1 (stereo unspecified)	-6	5	-6	1	-5	-6	4.7	-6
NC(=O)C1CCN(c2nc(-c3cccc(Cl)c3)cs2)CC1	-3	0	-9	4	3	1	2.4	-3
CSc1ccc(S(=O)(=O)N2CCC(C(=O)NCC3CCCO3)CC2)cc1 (stereo unspecified)	-3	-22	6	2	-3	-4	2.2	-1
COc1ccc(C(=O)N/C(=C\c2ccc(Cl)cc2)C(=O)NCc2ccncc2)cc1	-10	58	4	3	-3	-1	-5.7	0
CCOC(=O)c1c(C)c(C(=O)NCCCOC)c(C)n1C	6	42	-1	nt	2	-3	nt	nt
O=C(CC1(O)C(=O)Nc2ccccc21)c1ccc(-n2cccc2)cc1 (stereo unspecified)	nt	21	2	1	-3	-1	nt	-1
NC(=O)C1=C[C@@H](c2coc3ccccc3c2=O)C[C@@H](OCCCCO)O1	36	12	12&13	1&-9	-12	-7	4.1&-2.2	-1
CC(C)C#Cc1cnc2c(c1)C(=O)N([C@@H](C)CO)C[C@@H](C)[C@H](CN(C)Cc1ccccc1)O2	9	17	0	8	4	9[16.7 µM]	-3.8	-3
CC1(C)CC(=O)C=C(c2cccc(Br)c2)C1	nt	9	-13	4	-4	5	3.2	0
O=C(Nc1cccc(S(=O)(=O)c2cccc(NC(=O)C3CC3)c2)c1)C1CC1	-36	-1	-1	1	nt	16	2.4	1
CCCNC(=O)c1ccc2c(=O)c(O)c(-c3ccc(C)cc3)[nH]c2c1	11	-53	nt	-3	nt	nt	3.7	1
O=C(Cn1c(=O)oc2ccccc21)NCC1COc2ccccc2O1 (stereo unspecified)	6	nt	-1	0	10	-3	-3.6	5
CC(C)NC(=O)Nc1cccc2c1O[C@@H](CN(C)S(=O)(=O)c1ccc(F)cc1)[C@H](C)CN([C@H](C)CO)C2=O	4	-10	8	-3	-6	-5[16.7 µM]	-1.1	1
Cc1ccc([C@H]2N[C@]3(CCCN(Cc4ccccc4)C3=O)[C@H]3C(=O)N(C)C(=O)[C@@H]23)cc1	-1	22	-2	1	3	3	0.4	1
CCCCn1c(SCc2cccnc2)nc2c1c(=O)n(C)c(=O)n2C	9	2	8	0	-16	2	nt	-5
CCN(CC)C(=O)CN(c1ccc(Cl)cc1)S(=O)(=O)c1ccccc1	nt	-1	-8	-3	5	12	nt	-6

Shown with each value named: two of the compounds above.
O=C(Cn1c(=O)oc2ccccc21)NCC1COc2ccccc2O1 (stereo unspecified)
  INS-1E GSIS act: 6 | C2C12 statin: nt | PGC1a acetyl inh: -1 | Cneo AK release: 0 | FN deposit inh: 10 | miR122 inh: -3 | CFTR F508del cor: -3.6 | PglD DTNB: 5
NC(=O)C1=C[C@@H](c2coc3ccccc3c2=O)C[C@@H](OCCCCO)O1
  INS-1E GSIS act: 36 | C2C12 statin: 12 | PGC1a acetyl inh: 12&13 | Cneo AK release: 1&-9 | FN deposit inh: -12 | miR122 inh: -7 | CFTR F508del cor: 4.1&-2.2 | PglD DTNB: -1

Going on with the list.
SMILES	INS-1E GSIS act	C2C12 statin	PGC1a acetyl inh	Cneo AK release	FN deposit inh	miR122 inh	CFTR F508del cor	PglD DTNB
Cc1ccc(CSc2nc3ncccc3[nH]2)cc1	nt	4	20	-8	nt	-15	nt	-2
COCC(=O)Nc1ccc2c(c1)[C@@H]1C[C@H](CC(=O)NCc3ccc4c(c3)OCO4)O[C@H](CO)[C@@H]1O2	-7	0	4	-11	11	2[16.7 µM]	4.4	1
COc1ccc(S(=O)(=O)NCC(c2cccs2)N2CCc3ccccc3C2)cc1 (stereo unspecified)	-5	4	nt	1	-2	nt	-3.4	0
COCCNc1oc(-c2ccco2)nc1S(=O)(=O)c1ccccc1	nt	0	1	1	nt	-3	nt	-2
CCOC(=O)C1(CCOc2ccccc2)CCN(S(=O)(=O)N(C)C)CC1	-8	3	-17	-5	-2	2	-1.0	-3
Fc1ccccc1N1CCN(Cc2nc(-c3ccccc3)no2)CC1	4	5	-6	-1	nt	nt	-1.4	-3
Cc1ccc2nc(N3CCOCC3)c(C=O)cc2c1	0	0	8	2	-1	-10	-3.4	-1
COC(=O)c1sc2ccccc2c1-n1cccc1C(=O)C(=O)Nc1ccc(Cl)cc1	nt	14	5	1	nt	-1	nt	-23
Cc1ccccc1-n1c(=O)c2ccccc2n2cnnc12	nt	-22	nt	-1	-5	-19	nt	-9
CCC(c1ccc(O)c(O)c1)C(CC)c1ccc(O)c(O)c1 (stereo unspecified)	nt	4	14	-1	nt	nt	nt	4
OC[C@H]1[C@H]2c3ccccc3NC[C@H]2N1CC1CCCCC1	4	14	-1	-1	nt	-17[16.7 µM]	1.4	2
COc1cc(C(=O)OC(C)C(=O)NC(=O)NC2CCCCC2)ccc1OC(F)F (stereo unspecified)	-38	11	-22	-1	1	-8	-1.1	-1
Cc1ccccc1CCNC(=O)C1CCC(=O)N(C2CCCCCC2)C1 (stereo unspecified)	0	1	-3	3	4	nt	-1.8	-6
CC(C)c1ccc(NC(=O)CSc2n[nH]c(=O)n2C2CC2)cc1	0	-13	nt	0	8	2	-0.9	-4
CCN(CC(=O)Nc1cc(C)on1)CC(=O)Nc1ccccc1C(F)(F)F	21	-7	-5	1	1	-4	1.1	-1
COc1ccc(C(CNC(=O)Nc2ccccc2)N2CCN(C)CC2)cc1 (stereo unspecified)	6	8	9	0	-9	-1	0.6	-5
CC(=O)c1c(C)[nH]c(C(=O)COC(=O)CN(C)S(=O)(=O)c2ccc(Cl)cc2)c1C	nt	nt	15	-1	nt	-7	nt	-4
CC(C)Cn1c(N)c(C(=O)COC(=O)c2nccnc2N)c(=O)n(C)c1=O	-3	-3	nt	-1	2	nt	0.3	0
O=C(NC(Cc1ccccc1)C(=O)N1CCN(c2ccccn2)CC1)c1ccco1 (stereo unspecified)	nt	-1	2	9	0	4	nt	4

Random draw from the library (roughly 2.1% active in at least one column).
